Assay outcomes from PubChem BioAssay.
EP2 mod = EP2 receptor modulators, cAMP readout, primary screen, cell-based, HTRF cAMP, PGE2 stimulation | Prostaglandin E2 receptor EP2 subtype (Homo sapiens), P43116 | EP2-expressing cells, cAMP HTRF FRET, PGE2 co-stimulation | induction, % at 25 µM | 0.83% of 260,000 active | AID 940, 2007;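 active means compounds whose cAMP rise, as percent of the full-agonist control response, exceeds 60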;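 further: rat C6 glioma line stably carrying human EP2 under a CMV promoter; the protocol text gives 20 µM as final concentration; 100% = response of wells given 1 µM PGE2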
Target sequence (P43116 whole entry, looked up): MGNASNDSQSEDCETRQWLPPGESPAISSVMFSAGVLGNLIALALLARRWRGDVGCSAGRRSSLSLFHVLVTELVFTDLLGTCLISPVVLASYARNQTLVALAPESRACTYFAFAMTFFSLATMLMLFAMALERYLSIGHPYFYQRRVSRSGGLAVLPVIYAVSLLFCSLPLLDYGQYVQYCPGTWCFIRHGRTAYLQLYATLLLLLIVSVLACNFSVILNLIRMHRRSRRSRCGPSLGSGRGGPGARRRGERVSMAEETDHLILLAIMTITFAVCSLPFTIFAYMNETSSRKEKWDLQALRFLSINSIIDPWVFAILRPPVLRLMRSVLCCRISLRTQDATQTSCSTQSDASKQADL
RBBP9 inh = human RBBP9 inhibitors, primary screen, biochemical, fluorescence polarization, FP-Rh probe, HTS. AID 1515, 2009. 0.2% of 220,000 active. Serine hydrolase RBBP9 (Homo sapiens), O75884. recombinant RBBP9. inhibition, % at 7.94 µM;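 active means inhibition above the campaign mean of all tested compounds plus 3 SD, cut at about 14% in these data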;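 further: plate controls were DMSO wells with RBBP9 for no effect and wells lacking RBBP9 protein for full effect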
Target sequence (O75884 whole entry, looked up): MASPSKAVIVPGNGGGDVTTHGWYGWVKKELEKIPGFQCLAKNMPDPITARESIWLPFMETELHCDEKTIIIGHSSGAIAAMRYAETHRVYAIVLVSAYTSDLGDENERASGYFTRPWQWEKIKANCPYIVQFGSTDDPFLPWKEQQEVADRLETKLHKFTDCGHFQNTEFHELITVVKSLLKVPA
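system = RBBP9 protein | input = RBBP9 at 2.5 µM in dispensed solution, before mixing | measured by = fluorescence polarization (mP), excitation 525 nm, emission 598 nm | incubation = enzyme-compound preincubation 30 min, then probe labeling 45 min, 25 °C | buffer or medium = Tris-NaCl-Pluronic buffer, pH 8.0 | compound = single dose 7.94 µM | also added = FP-Rh probe, 375 nM dispensing solution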
L929 necroptosis = inhibitors of zVAD-triggered necroptosis, primary screen, L929 cells | L929 zVAD necroptosis rescue, ATP luminescence, 24 h; with zVAD 60 µM | viability rescue, % at 10 µM | 0.38% of 220,000 active;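 active means activation, scaled between plate controls, above about 75%, limit read from the data; inactive means activation under that limit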;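 further: 0% = zVAD with DMSO and 100% = DMSO alone without zVAD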
Hck Nef HTS = inhibitors of Nef-activated human Hck kinase, primary screen, biochemical, Z-Lyte FRET, 384-well, Hck-YEEI; inhibition, % at 20 µM; 0.68% of 220,000 active; Recombinant Hck-YEEI plus Nef, Z-Lyte FRET kinase assay; AID 463187, 2010; Tyrosine-protein kinase HCK (Homo sapiens), P08631;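 active means Hck-Nef kinase inhibition above about 50%, limit read from the data; inactive means inhibition below that limit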;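 further: 0% = DMSO with Hck plus Nef and 100% = Hck alone without Nef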
Target sequence (P08631 whole entry, looked up): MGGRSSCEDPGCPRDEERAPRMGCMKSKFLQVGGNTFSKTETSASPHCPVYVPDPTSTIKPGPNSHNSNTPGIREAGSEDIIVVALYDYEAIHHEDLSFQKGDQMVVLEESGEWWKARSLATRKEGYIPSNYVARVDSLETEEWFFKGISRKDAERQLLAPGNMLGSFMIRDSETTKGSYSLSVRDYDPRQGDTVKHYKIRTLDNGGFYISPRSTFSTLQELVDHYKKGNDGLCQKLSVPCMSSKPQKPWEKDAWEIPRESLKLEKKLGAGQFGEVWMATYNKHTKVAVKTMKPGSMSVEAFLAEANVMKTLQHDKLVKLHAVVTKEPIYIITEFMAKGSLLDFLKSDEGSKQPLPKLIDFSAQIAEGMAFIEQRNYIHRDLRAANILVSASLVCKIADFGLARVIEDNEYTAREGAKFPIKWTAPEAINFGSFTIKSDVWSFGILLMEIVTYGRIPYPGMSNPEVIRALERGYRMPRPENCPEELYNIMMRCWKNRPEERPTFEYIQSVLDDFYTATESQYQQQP
PERK inh = block of dimerizer-induced PERK translation repression, primary screen, PERK inhibitor project, CHO PERK-DD cells, SEAP luminescence, HTS | Eukaryotic translation initiation factor 2-alpha kinase 3 (Homo sapiens), Q9NZJ5 | CHO PERK-DD fusion, SEAP luminescence translation reporter | inhibition, % at 5.6 µM | 0.17% of 220,000 active | AID 1416, 2008;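 active means inhibition above the mean inhibition of all tested compounds plus 3 SD, set separately per screening campaign, cut at about 2.9% in these data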;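 further: PERK kinase domain activated by AP20187 dimerizer at 100 nM; 0% = DMSO with dimerizer and 100% = rapamycin at 8.4 µM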
PGE2 EP2 inh = human EP2 receptor antagonists, primary screen, TR-FRET cAMP, C6 glioma cells. inhibition, % at 25 µM. Prostaglandin E2 receptor EP2 subtype (Homo sapiens), P43116. 0.52% of 260,000 active. AID 1422, 2008. C6 glioma cells expressing human EP2; cells stimulated with saturating PGE2;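 active means percent inhibition above 40 after rounding to a whole number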;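 further: rat C6 glioma host cells with rolipram phosphodiesterase inhibitor present; the protocol text gives 20 µM as final concentration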
TNF necrop inh = inhibitors of TNF-alpha triggered necroptosis, primary screen, cell-based, Jurkat FADD-/-, single concentration | Jurkat FADD-/- TNF necroptosis rescue, ATP luminescence, 24 h; 0 = TNF only, 100 = no-TNF cells | activation (protection from cell death), % at 10 µM | 0.068% of 220,000 active;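 active means activation, meaning protection from cell death, of at least 50% relative to plate controls; inactive means activation below 50%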;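 further: necroptosis triggered by 40 ng/mL TNF-alpha added together with compound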
Runt-CBFb FRET = inhibitors of RUNX1 Runt–CBFb binding, primary screen, biochemical, FRET, Cerulean-Runt, Venus-CBFb, uHTS. 0.46% of 220,000 active. inhibition, % at 20 µM. Cerulean-Runt/Venus-CBFb FRET ratio 530/480, 1 h. AID 1496, 2009. Runt-related transcription factor 1 (Homo sapiens) + Core-binding factor subunit beta …;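 active means inhibition over about 50% at 20 µM in the single-dose screen, limit read from the data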;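 further: 0% = DMSO wells and 100% = excess unlabeled CBFb competitor control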
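Assay system: Cerulean-tagged RUNX1 Runt domain (FRET donor) fusion protein / Amount: 100 nM each of Venus-CBFb and Cerulean-Runt domain / Medium: Tris buffer pH 7.5 with salts and BSA / Also added: Venus-CBFb 100 nM / Schedule: 1 h complex formation plus 1 h compound treatment, room temperature / Signal: FRET fluorescence / Read-out: loss of energy transfer signal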
Runt-SMMHC FRET = inhibitors of RUNX1 Runt–CBFb-SMMHC binding, primary screen, biochemical, FRET, Cerulean-Runt, Venus-CBFb-SMMHC, uHTS. Runt-related transcription factor 1 (Homo sapiens) + Core-binding factor subunit beta …. Cerulean-Runt/Venus-CBFb-SMMHC FRET ratio 530/480, 1 h. inhibition, % at 20 µM. 0.74% of 220,000 active. AID 1434, 2008;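 active means mean inhibition across duplicate retests at 20 µM reaching about 50%, limit read from the data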;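 further: 0% = DMSO wells and 100% = wells with excess untagged CBFb-SMMHC; inhibitors lower the FRET ratio by blocking Runt binding to CBFb-SMMHC; some results filed as inactive read as strong as hits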
Starred values were filed as active, the others as inactive; · = not tested or not shown; & = joins results of further samples. These rows are one share of the data; the hit share may differ from the screen's.

SMILES	EP2 mod	RBBP9 inh	L929 necroptosis	Hck Nef HTS	PERK inh	PGE2 EP2 inh	TNF necrop inh	Runt-CBFb FRET	Runt-SMMHC FRET
COc1cc(S(=O)(=O)N2CCN(c3ccccc3)CC2)ccc1F	-57&-62	-8	0.7	28	0.1	7&6	1.5	1	1
CC1(NC(=O)N2CCCCC2)CCS(=O)(=O)C1 (stereo not drawn)	26	-9	-1.4	-10	0.2	10	-1.0	-3	-4
CC1(C(=O)OCC(=O)Nc2cccc(S(=O)(=O)NC3=NCCCCC3)c2)CC1(Cl)Cl (stereo not drawn)	-11	-7	3.8	-19	-0.8	10	1.3	-1	-2
O=C(C1=C[C@H](c2ccccc2)C[C@H](OCc2ccc(CO)cc2)O1)N1CCCCCCC1	8	0	-0.3	-2	1.4	·	0.0	-1	-3
CNC(=O)C(=O)NCC1OCCN1S(=O)(=O)c1ccc2c(c1)OCCO2 (stereo not drawn)	0	0	3.2	25	1.3	3	0.0	1	2
O=C(CCC1CCCN(C(=O)c2ccc3[nH]ccc3c2)C1)N1CCN(c2ccccn2)CC1 (stereo not drawn)	-37	2	0.0	26	0.4	9	-2.0	-1	-2
CCOc1cc(C)c(C(C)C)cc1S(=O)(=O)N1CCOCC1	14	-7	-0.8	-5	-1.3	8	-2.5	1	5
O=C(COc1ncnc2ccccc12)NCCc1ccc(F)cc1	-2	-5	0.7	19	0.6	4	0.7	1	-2
CCn1c(=O)c([N+](=O)[O-])c(NCCc2ccc(OC)c(OC)c2)c2ccccc21	4	-8	-0.2	6	-0.3	3	0.9	4	-4
Cc1nc2ccccc2c2nc(NC(=O)Cc3ccccc3)nn12	-5	-1	1.2	1	-0.1	8	4.0	-1	1
CC(O)(C#CCN1CCCCC1)c1ccccc1 (stereo not drawn)	7	1	0.2	-8	1.0	18	-0.1	-2	-7
CC1(C)COC(c2cc([N+](=O)[O-])ccc2Cl)=N1	22	3	-0.1	7	0.8	10	-0.2	2	-3
CC(C)NC(=S)N/N=C/c1ccc(C(C)(C)C)cc1	36	0	5.6	22	0.8	6	1.0	-2	2
COc1ccc(/C=C/C(=O)c2oc3ccc(F)cc3c2C)cc1	23	-2	·	-21	0.1	6	2.3	5	16
Cc1[nH]c2c(C)cccc2c(=O)c1Br	16	-9	3.7	-2	0.4	11	-0.7	0	-1
CCCCc1c(O)nc(SCC(=O)N2CCOCC2)[nH]c1=O	21	-5	-0.1	0	0.0	15	-0.7	0	3
CC(C)(C)OC(=O)NC1CONC1=O (stereo not drawn)	29	-8	0.2	3	1.0	12	1.3	-2	2
CC(C)(C)OC(=O)NCCCCCC(=O)N/N=C/c1coc2ccccc2c1=O	-16	-10	0.2	76*	-0.7	5	-2.7	0	-1
O=S1(=O)CCC(=Nc2ccc(Cl)cc2)c2ccsc21	7	-6	0.5	2	0.6	3	-1.5	0	4
CCCCn1c(=O)c(CCC(=O)OCC(=O)Nc2cccc3ccccc23)nc2ccccc21	8	7	-0.1	-14	1.3	10	1.0	-5	-1

Whole records from above:
O=S1(=O)CCC(=Nc2ccc(Cl)cc2)c2ccsc21 in the list: EP2 mod = 7; RBBP9 inh = -6; L929 necroptosis = 0.5; Hck Nef HTS = 2; PERK inh = 0.6; PGE2 EP2 inh = 3; TNF necrop inh = -1.5; Runt-CBFb FRET = 0; Runt-SMMHC FRET = 4
Cc1nc2ccccc2c2nc(NC(=O)Cc3ccccc3)nn12 in the list: EP2 mod = -5; RBBP9 inh = -1; L929 necroptosis = 1.2; Hck Nef HTS = 1; PERK inh = -0.1; PGE2 EP2 inh = 8; TNF necrop inh = 4.0; Runt-CBFb FRET = -1; Runt-SMMHC FRET = 1
CC(O)(C#CCN1CCCCC1)c1ccccc1 (stereo not drawn) in the list: EP2 mod = 7; RBBP9 inh = 1; L929 necroptosis = 0.2; Hck Nef HTS = -8; PERK inh = 1.0; PGE2 EP2 inh = 18; TNF necrop inh = -0.1; Runt-CBFb FRET = -2; Runt-SMMHC FRET = -7

3 compounds out of the list above, sorted by the value under EP2 mod, largest number first:
canonical_smiles	EP2 mod	RBBP9 inh	Hck Nef HTS	PERK inh	Runt-CBFb FRET	Runt-SMMHC FRET
CC1(NC(=O)N2CCCCC2)CCS(=O)(=O)C1 (stereo not drawn)	26	-9	-10	0.2	-3	-4
CC1(C)COC(c2cc([N+](=O)[O-])ccc2Cl)=N1	22	3	7	0.8	2	-3
O=S1(=O)CCC(=Nc2ccc(Cl)cc2)c2ccsc21	7	-6	2	0.6	0	4

Next entries follow:
SMILES	EP2 mod	RBBP9 inh	L929 necroptosis	Hck Nef HTS	PERK inh	PGE2 EP2 inh	TNF necrop inh	Runt-CBFb FRET	Runt-SMMHC FRET
CCCCn1c(=NC(=O)c2ccc3c(c2)OCO3)c(C#N)cc2c(=O)n3cccc(C)c3nc21	9	1	-0.8	3	0.6	8	-9.6	56*	39
Fc1ccccc1OCCSc1nnnn1-c1ccccc1	24	13	-0.5	8	0.1	7	0.0	-1	1
CCN(CC)S(=O)(=O)c1cccc(NC(=O)CCNC(=O)c2ccc([N+](=O)[O-])cc2)c1	21	-4	-1.5	12	-0.1	0	0.3	2	1
CSc1nnc2n(C)c3c(c(=O)n12)C1(CCCC1)Cc1ccccc1-3	44	-9	0.2	4	-0.6	2	-2.3	5	0
Cc1ccc(Nc2cnn(C34CC5CC(CC(CC(=O)O)(C5)C3)C4)c(=O)c2Cl)cc1C	-49	-15	0.0	-1	0.2	7	0.0	-1	0
CCOC(=O)c1cc(-c2cc(OC)c(OC)c(OC)c2)nc2c1c(=O)[nH]c(=O)n2Cc1ccccc1	24	-6	8.6	3	-0.7	18	-3.6	-30	-32
COc1ccc(C2CC3(O)NC(=O)C(C#N)(C3C)C2(C#N)C#N)cc1 (stereo not drawn)	8	-2	-0.1	17	1.1	9	0.5	-3	1
NS(=O)(=O)c1ccc(NC(=S)NCc2ccccc2)cc1	4	-7	0.4	3	-0.3	2	2.3	52*	28
CCC(c1nnnn1C1CCCC1)N(Cc1cccs1)Cc1cc2cccc(C)c2[nH]c1=O (stereo not drawn)	47	-7	-0.2	0	-0.3	10	-9.4	-3	0
CCCCOc1cccc(/C=N/NC(=O)c2csc(C)c2C)c1	-17	-4	0.5	2	1.5	17	-1.5	-3	4
Cc1ccc2nc(C(=O)O)c(C(=O)O)nc2c1	-5	-11	0.1	-1	0.1	18	-0.5	0	1
Cc1cc2ccccn2c1C(=O)Nc1cccc(Cl)c1	-62	-9	8.0	19	0.1	11	-0.9	0	4
NCCCC[C@H]1CNC(=O)C(=O)N1CCc1cc(C(F)(F)F)cc(C(F)(F)F)c1	-25	·	1.0	14	·	6	0.6	1	-1
CS(=O)(=O)N1CCN(Cc2ccc(C(F)(F)F)cc2)CC1	5	-5	-0.8	6	1.0	6	3.2	0	-2
O=C(c1cccc(F)c1)N1CCN(S(=O)(=O)Cc2ccccc2)CC1	-40	-3	0.3	6	-0.5	3	1.0	0	-2
CCOc1cc(C=C(C#N)C#N)ccc1Oc1ccc([N+](=O)[O-])cn1	-67	2	1.0	26	1.8	8	3.4	-1	-5
Cc1ccn2c(NC3CCCCC3)c(C)nc2c1	2	3	-0.5	2	0.8	4	-3.1	-1	0
NS(=O)(=O)c1ccc(CNC(=O)Cc2ccccc2F)cc1	18	-9	1.0	-11	-0.2	10	-0.2	0	2
NNC(=O)c1ccc(COc2ccc3ccccc3c2)cc1	-12	-5	-0.5	23	1.1	8	-3.0	1	2
Cc1ccc(NC(=O)COC(=O)c2ccc([N+](=O)[O-])s2)c(C)c1	-3	6	1.7	0	1.2	13	0.5	1	1
CCc1ccc2nc(/N=C(\N)NC(=O)c3ccccc3)nc(C)c2c1	18	-4	2.0	16	-1.6	9	0.2	-2	-3
c1csc(C2=NNC(=NC3CCCCC3)SC2)c1	-65	-10	-0.1	19	0.8	5	3.3	0	-8
CC1(C)C(=O)OC(C(=O)c2ccccc2)C(C)(C)C1=O (stereo not drawn)	11	-4	-0.5	1	0.1	8	-0.3	-3	3
CC1(C)c2ccccc2N(CC(N)=O)C12C=Cc1ccccc1O2 (stereo not drawn)	-7	-8	0.0	-10	-0.5	10	-3.4	1	-1
Cc1ccc(S(=O)(=O)NCCc2nnc3ccc(SCC(=O)Nc4nc(C)cs4)nn23)cc1	28	0	0.8	3	0.5	7	2.7	-2	3
COc1ccc(C(=O)C2CCCN(C(=O)c3cc(C)nc(C)n3)C2)cc1OC (stereo not drawn)	-10	-7	7.9	18	0.8	6	2.3	0	-4
CCN1C(=O)C(CC(=O)Nc2c(C)cccc2C)SC1=Nc1ccc(S(N)(=O)=O)cc1 (stereo not drawn)	26	-6	0.7	6	0.7	14	4.3	1	-1
COc1cccc(N2C(=O)C3CC=C(Cl)CC3C2=O)c1 (stereo not drawn)	19	0	-0.4	1	1.4	7	-0.9	-4	-11
CCOCCCN(C(=O)Cn1nnc2ccccc21)C(C(=O)NCc1ccco1)c1ccncc1 (stereo not drawn)	30	2	-0.2	0	-0.6	12	-0.8	1	-1
CN1CCN(NS(=O)(=O)c2cccs2)CC1	-5	0	0.7	2	2.0	7	0.9	0	-1
CCN(CC(=O)Nc1ccc(C(=O)Nc2ccc(OC)cc2)cc1)Cc1nc2ccccc2c(=O)[nH]1	-20	-3	0.8	15	-1.0	11	-3.2	0	3
COc1ccc(N/C=C/C(=O)c2ccc(C)cc2)c([N+](=O)[O-])c1	·	-7	0.4	0	0.6	11	-2.5	·	·
CCc1ccc(N/C(N)=N/c2nc(CSc3ccccn3)cc(=O)[nH]2)cc1	-26	-5	0.6	22	0.7	4	-5.9	1	-1
